GAA inhib = qHTS Assay for Inhibitors of Human alpha-Glucosidase as a Potential Chaperone Treatment of Pompe Disease; actives 0.005% (n = 200,000); purified human GAA, 4-MU-alpha-glucoside fluorescence; AID 1466, 2008; Lysosomal alpha-glucosidase (Homo sapiens), P10253; Potency, µM (top dose mostly 76.9 µM), inactives show at the highest dose activity change, negative = inhibition, actives largely listed as inhibitors;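 also: potency is read from the fitted curve at half-maximal effect; plate controls were uninhibited enzyme wells for no effect and no-enzyme background for full effect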
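Activity normalized between no-enzyme (basal) and enzyme-only wells. Conditions: 4 nM human enzyme, 400 uM fluorogenic substrate, citrate/phosphate pH 5.0 with Tween-20, 20 min room temperature, compounds up to 77 uM.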
GAA spleen mod = qHTS Assay for Inhibitors and Activators of Human alpha-Glucosidase From Spleen Homogenate | Lysosomal alpha-glucosidase (Homo sapiens), P10253 | Potency, µM (doses to about 79.9 µM), without a hit: at the top dose activity change, negative = inhibition, hits mostly inhibitors | actives 0.006% (n = 240,000) | human spleen homogenate, 4-MU-alpha-glucoside fluorescence | AID 2112, 2009;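 also: potency is read from the fitted curve at half-maximal effect; 0% = enzyme with vehicle and -100% = no enzyme basal signal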
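Human spleen homogenate (1 ug) incubated with compounds and 1 mM 4-methylumbelliferyl-alpha-D-glucopyranoside in pH 5.0 citrate/phosphate buffer, 37 C, 40 min. Stopped at pH 10; 4-MU fluorescence (Ex 365/Em 440 nm); AC50 by Hill fit.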
GAA glycogen mod = qHTS Assay for Inhibitors and Activators of Human alpha-Glucosidase Cleavage of Glycogen. Lysosomal alpha-glucosidase (Homo sapiens), P10253. recombinant GAA, glycogen substrate, Amplex Red glucose oxidase fluorescence. Potency, µM (series often up to 76.4 µM), without a hit: top-dose activity change, negative = inhibition, most hits filed as inhibitors. actives 0.38% (n = 300,000);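 also: potency is read from the fitted curve at half-maximal effect; 0% = full enzyme reaction and -100% = no-enzyme basal signal; the screen sought inhibitors and activators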
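Recombinant human enzyme (4 nM); glycogen substrate; 37 C, 40 min, pH 5.0. Readout: coupled glucose oxidase/Amplex Red fluorescence.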
LMNA splice mod = qHTS Assay for Modulators of Lamin A Splicing. Potency, µM (highest dose often 46.1 µM), for the others: at the highest dose ratio change, negative = inhibition, usual class: inhibitors. actives 0.01% (n = 200,000). HeLa LMNA splicing GFP/RFP minigene ratio, 48 h; active = well fitted inhibition curve with a large enough effect in the signal ratio, with a control signal flat, not every such curve was filed as active; inconclusive = small, poorly fitted or top-dose-only effect, or effect the other way, or a change in a side signal; the % refers to the signal ratio; also: potency is read from the fitted curve at half-maximal effect; % is scaled to controls: 0 for no effect and ±100 for the full control effect
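Read-out is the ratio of GFP to DsRed2 object intensity, acquired by 488 nm laser-scanning cytometry on HeLa lamin A-EGFP minigene reporter cells. Compound incubation 48 hrs at 37 °C in Opti-MEM with 2% FBS; DMSO 0.5% final.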
HttQ103 aggreg = qHTS Multiplex Assay to Identify Dual Action Probes in a Cell Model of Huntington: Aggregate Formation (GFP). PC12 HttQ103-GFP aggregates, Acumen cytometry, 40 h. Potency, µM (titrated, usually from 46.1 µM), for the others: top-dose activity change, negative = inhibition, usual class: inhibitors. actives 1.1% (n = 220,000). AID 1688, 2009; also: potency is read from the fitted curve at half-maximal effect; % is scaled to controls: 0 for no effect and ±100 for the full control effect; nearly all actives have a fitted effect of over 60% in size
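Steps: seed 1500 PC12 HTTQ103-GFP cells/well; add tebufenozide, 100 nM final; add compound titration; add ATPLite reagent; quantify GFP aggregates by laser scanning cytometry.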
CBFb RUNX1 block = qHTS Assay for Compounds Blocking the Interaction Between CBF-beta and RUNX1 for the Treatment of Acute Myeloid Leukemia. AID 1477, 2009. Potency, µM (top dose mostly 59.8 µM), for inactives: top-dose activity, negative = inhibition, hits mostly inhibitors. 230,000 tested, under 10 active. AlphaScreen CBFb-His/RUNX1-biotin binding, biochemical; also: % of control where 0% means no effect
Target sequence (Q01196 whole entry, looked up): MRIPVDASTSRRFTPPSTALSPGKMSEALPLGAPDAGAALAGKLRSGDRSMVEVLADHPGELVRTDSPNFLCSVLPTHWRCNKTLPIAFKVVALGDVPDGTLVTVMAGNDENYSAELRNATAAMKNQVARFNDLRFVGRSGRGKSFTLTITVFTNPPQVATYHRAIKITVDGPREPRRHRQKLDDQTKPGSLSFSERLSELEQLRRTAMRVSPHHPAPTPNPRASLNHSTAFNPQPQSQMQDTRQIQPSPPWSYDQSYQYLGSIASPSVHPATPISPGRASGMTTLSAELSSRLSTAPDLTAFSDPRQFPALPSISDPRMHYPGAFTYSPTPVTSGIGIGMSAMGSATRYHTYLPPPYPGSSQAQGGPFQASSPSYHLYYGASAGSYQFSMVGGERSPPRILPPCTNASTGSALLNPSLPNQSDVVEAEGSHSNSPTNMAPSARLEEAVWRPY
Target sequence (Q13951 whole entry, looked up): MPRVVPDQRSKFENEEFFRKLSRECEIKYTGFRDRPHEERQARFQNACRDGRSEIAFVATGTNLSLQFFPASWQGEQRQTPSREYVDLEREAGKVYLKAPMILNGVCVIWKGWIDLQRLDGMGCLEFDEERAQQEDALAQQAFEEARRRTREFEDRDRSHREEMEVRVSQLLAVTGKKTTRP
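Bead-based AlphaScreen assay; binding partners His-tagged CBF-beta and biotinylated RUNX1 at 30 nM each. Compound exposure 15 min after a 20-min protein preincubation; bead step 90 min; all steps at room temperature.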
HTT ATP protect = qHTS Multiplex Assay to Identify Dual Action Probes in a Cell Model of Huntington: Cytoprotection (ATP); PC12 HTT-Q103 induced, cytoprotection, ATP luminescence, 40 h; Potency, µM (series often up to 56.4 µM), for the others: cytoprotection (ATP increase), hits mostly activators; actives 0.14% (n = 230,000);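 also: potency is read from the fitted curve at half-maximal effect; % of control where 0% means no effect; nearly all actives have a fitted effect of over 45% in size; toxic huntingtin expression switched on by the ecdysone agonist tebufenozide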
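Readout: ATPlite luminescence (ATP level). Model: stable PC12, inducible Htt exon1 Q103-GFP. Inducer: tebufenozide, 100 nM final. Compounds: dose series. No G418 in medium.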
Numbers without * were called inactive; ? = inconclusive; · = no result given; [ ] = dose if it differs, or a comment. Unless noted, calls follow the shape of the dose curve; as a rule, active = well fitted curve in the direction sought with a large enough effect; inconclusive = small, poorly fitted or top-dose-only effect, or another doubt; inactive = no such curve, though single readings can be large; an effect the other way counts as inactive or inconclusive.

SMILES	GAA inhib	GAA spleen mod	GAA glycogen mod	LMNA splice mod	HttQ103 aggreg	CBFb RUNX1 block	HTT ATP protect
COc1ccccc1NC(=O)C12CCC(C)(C(=O)C1)C2(C)C (centres undefined)	-13%[15.4 µM]	4%	-7%	-6%[46 µM]	14%	7%	·
CCCc1cc2c(=O)n(NC(=O)c3nn(C)cc3[N+](=O)[O-])c(C)nc2s1	-2%	6%	-3%	1%	11%	-8%	26%[0.074 µM]
CCN(CC)S(=O)(=O)c1ccc(N2CCCC2)c(NC(=O)c2ccccc2OC)c1	·	-17%	2%	·	-5%[9.22 µM]	-4%	-3%[10 µM]
O=C(Nc1cc(C(F)(F)F)ccc1N1CCOCC1)c1cncc(Br)c1	-6%	-16%	-7%	-2%	-9%	-1%	7%
Cc1ccc(-c2sc(-c3cccnc3)nc2CC(=O)O)cc1	5%	-3%	-6%	22%[46 µM]	-8%	3%	-37%[inhibitor]
O=C(NCCc1nc2ccccc2[nH]1)/C(=C/c1ccc2c(c1)OCO2)NC(=O)c1ccccc1	9%	-8%	-1%	6%	23%	3%	15%[10 µM]
CCOc1nc(-c2ccc(OC)cc2)ccc1-c1noc(C)n1	-2%	5%	-12%	?	4%	-6%	-20%[0.074 µM]
Cc1cc(C)nc(NC(=O)c2cc3ccccc3o2)n1	-8%	2%	7%	-6%	11%	6%	-30%
CC1=C(C#N)C(=O)N(C2CCS(=O)(=O)C2)C(=O)/C1=C\c1ccc(C)o1 (centres undefined)	-15%	-1%	?	·	-5%[9.22 µM]	?	-1%[10 µM]
Cc1ccc(-c2nc3ccccc3o2)cc1NC(=O)Cc1cccs1	1%	4%	2%	8%	10%	-3%	12%
CCc1ccc(OCC(=O)Nc2ccc(N3CCN(S(C)(=O)=O)CC3)cc2)cc1	-1%	0%	8%	?	16%[9.22 µM]	10%	5%[10 µM]
CCc1ccc2[nH]c(=O)c(CN(CC3CCCO3)C(=S)NCc3ccco3)cc2c1 (centres undefined)	·	-2%	-7%	·	-7%[9.22 µM]	?	-7%[10 µM]
COc1ccc(C2SCC(C(=O)NCc3ccc(F)cc3)N2C(C)=O)cc1 (centres undefined)	-3%	-3%	10%	5%	11%	-7%	-34%
COc1ccccc1-c1cn(S(=O)(=O)c2ccc(F)cc2)nc1N	-4%	-6%	1%	?	?	4%	-23%
CCCNC(=O)CN1C(=O)NC(Cc2c[nH]c3ccccc23)C1=O (centres undefined)	3%	-8%	1%	-7%[46 µM]	21%	2%	11%[10 µM]
O=C(CCCNS(=O)(=O)c1cccc2nsnc12)NCCc1ccccc1	-11%	-9%	-5%	8%	4%	-4%	-34%
CCOC(=O)c1cc(C(=O)OCC)c2cc(Br)ccc2n1	-7%	-5%	-12%	?	-8%	4%	1%
O=C(NCC1CCCO1)c1ccc(OC2CCN(C(=O)C3CC3)CC2)cc1 (centres undefined)	-19%[15.4 µM]	1%	0%	?	13%	7%	-21%
c1ccc(Cc2cc[n+](Cc3ccccn3)cc2)cc1	10%[15.4 µM]	2%	3%	·	6%[9.22 µM]	2%	25%[10 µM]
CCC(Oc1ccccc1)C(=O)Nc1ccccc1OC (centres undefined)	-6%	-2%	-3%	8%	-16%	10%	-8%
COCC(=O)Nc1ccccc1C(=O)Nc1ccc(OC)cc1	0%	-5%	1%	17%	9%	3%	-85%[inhibitor]
Cc1ccc(NC(=O)CCC(=O)N/N=C/c2coc3ccccc3c2=O)cc1	·	6%	-4%	·	0%[9.22 µM]	5%	6%[10 µM]
COc1cc(NC(=O)c2noc3c2CCCC3)c(OC)cc1Cl	-9%	-2%	-4%	1%	-1%	6%	-21%
O=C(NNc1nc2cc3c(cc2s1)OCO3)c1ccc(F)cc1	6%	4%	28µM*	2%	4%	1%[2.36 µM]	·
O=C(O)Cn1c(C(F)(F)F)nc2ccccc21	-3%	4%	3%	5%	-10%	1%	-3%

GAA glycogen mod: hit marks shown above
Molecule | GAA spleen mod | GAA glycogen mod | LMNA splice mod | CBFb RUNX1 block
O=C(NNc1nc2cc3c(cc2s1)OCO3)c1ccc(F)cc1 | 4% | 28µM* | 2% | 1%[2.36 µM]

The listing picks up with the 2 entries that preceded the break.
SMILES	GAA inhib	GAA spleen mod	GAA glycogen mod	LMNA splice mod	HttQ103 aggreg	CBFb RUNX1 block	HTT ATP protect
O=C(NNc1nc2cc3c(cc2s1)OCO3)c1ccc(F)cc1	6%	4%	28µM*	2%	4%	1%[2.36 µM]	·
O=C(O)Cn1c(C(F)(F)F)nc2ccccc21	-3%	4%	3%	5%	-10%	1%	-3%
Cc1nc(SCC(=O)NCCc2ccc(Cl)cc2)nc(C)c1C	-3%	0%	8%	-2%	13%	2%	-12%
CC(C(=O)NC1CCCC1)N(Cc1ccco1)C(=O)c1snc(C(=O)NC2CCCC2)c1N (centres undefined)	?	-8%	14%	?	-1%	4%	5%
Cc1cccc(N2CCN(C(=O)c3ccc(CNc4c(N5CCC(C)CC5)c(=O)c4=O)cc3)CC2C)c1 (centres undefined)	?	1%	-13%	·	?	-2%	-94%[inhibitor]
Cn1c(=O)c2c(ncn2CC(=O)OCC(=O)Nc2ccc(Cl)cc2Cl)n(C)c1=O	5%	-2%	7%	4%	7%	9%	-6%[10 µM]
CCN1CCN(CC(O)COc2ccc3c(C)cc(=O)oc3c2)CC1 (centres undefined)	?	11%	-21%	19%[9.22 µM]	5%	4%	-43%
COC(=O)c1ccccc1NC(=O)c1cc(-c2ccc(C)cc2)on1	3%	0%	4%	-6%	-9%	4%	-23%
Cn1c(SCC(=O)NC2CCCCCC2)nnc1-c1cccs1	0%	1%	0%	5%	8%	1%	1%
CCOC(=O)CSc1n[nH]c(NC(=O)CC)n1	·	5%	6%	·	2%[9.22 µM]	0%	20%[10 µM]
Cc1cc(/C=N/NC(N)=S)c(C)n1-c1cccc(Cl)c1	-6%	3%	-18%	1%[46 µM]	-6%	-8%	·
CCCCSc1nnc(CCCCCNC(=O)OC(C)(C)C)o1	-5%	-4%	-2%	?	-16%	13%	-8%
COc1ccc(NC(=S)NCc2ccc3c(c2)OCO3)cc1	1%	-4%	-15%	·	-21%	-5%	-18%
Cc1[nH]c2ccccc2c1C(=O)CN1C(=O)NC(C)(c2ccc(Cl)cc2Cl)C1=O (centres undefined)	-2%	0%	1%	?	5%	-5%	1%[10 µM]
COc1ccc(CCN2C(=O)NC(NS(=O)(=O)c3ccc(N)cc3)(C(F)(F)F)C2=O)cc1OC (centres undefined)	1%	7%	-1%	3%	3%	-3%	-7%[10 µM]
O=C(Nc1cccc(Cl)c1)c1ccc(NCC2CCCO2)c([N+](=O)[O-])c1 (centres undefined)	0%	-3%	15%	-8%	10%	-2%	25%[10 µM]
COc1ccc(CNC(=O)COC(=O)c2cccnc2Nc2cccc(C(F)(F)F)c2)cc1	4%	1%	3%	5%	27%[9.22 µM]	1%	8%
Cc1ccc(NC(=S)N(CCCN2CCOCC2)Cc2ccco2)cc1	7%	-23%	1%	-2%[46 µM]	-7%	-3%	-18%
N#Cc1cnn(-c2nc(SCc3ccccc3)nc3sc4c(c23)CCCC4)c1N	-3%	0%	-3%	19%	-5%	2%	-46%[inhibitor]
CC(=O)c1ccc(Oc2cnccn2)cc1	-6%	-5%	11%	·	-12%	13%	-22%
O=c1sc2ccccc2c(N2CCN(c3ccccc3)CC2)c1[N+](=O)[O-]	1%	0%	28%	-1%[46 µM]	14%	9%	·
O=C(NCc1ccccc1)C(=O)NCC(c1ccco1)N1CCN(c2ccccc2F)CC1 (centres undefined)	-10%	·	-1%	-3%[1.84 µM]	-26%	-3%	-24%
CCCn1c(SCC(=O)Nc2ccc(S(=O)(=O)N(C)C)cc2)n[nH]c1=O	-7%	13%	-5%	·	18%	1%	·
CNC(=O)NC(=O)CSc1nc2cc(C(=O)OC)ccc2c(=O)n1-c1ccccc1	2%	4%	-4%	4%	-3%	-5%	-15%
CCOc1ccccc1NC(=O)C(OC(=O)c1ccc(N(C)C)cc1)c1ccccc1 (centres undefined)	0%	1%	6%	?	-10%	-6%	7%[10 µM]
Cc1ccc(NC(=O)c2sc3nc[nH]c(=O)c3c2C)c(C)c1	2%	-6%	6%	-3%	-23%	-2%	-10%
N#C/C(=C\c1ccc(N2CCOCC2)cc1)c1ccccc1	-7%	-18%	-4%	?	0%	-14%	·

5 compounds from above, sorted by the number in GAA spleen mod, smallest number first.
SMILES,GAA spleen mod,GAA glycogen mod,LMNA splice mod,CBFb RUNX1 block
N#C/C(=C\c1ccc(N2CCOCC2)cc1)c1ccccc1,-18%,-4%,?,-14%
CC(C(=O)NC1CCCC1)N(Cc1ccco1)C(=O)c1snc(C(=O)NC2CCCC2)c1N (centres undefined),-8%,14%,?,4%
Cc1ccc(NC(=O)c2sc3nc[nH]c(=O)c3c2C)c(C)c1,-6%,6%,-3%,-2%
O=C(Nc1cccc(Cl)c1)c1ccc(NCC2CCCO2)c([N+](=O)[O-])c1 (centres undefined),-3%,15%,-8%,-2%
CCOc1ccccc1NC(=O)C(OC(=O)c1ccc(N(C)C)cc1)c1ccccc1 (centres undefined),1%,6%,?,-6%
